Screens (PubChem)
OPRM1-OPRD1 ag = agonists of human mu-delta opioid receptor heterodimerization. activation, % at 9.3 µM. cells, OPRM1-OPRD1 heterodimerization, luminescence. P35372+P41143. 340,000 tested, 0.3% active; in the data active means activation above about 18%;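 further: 0% = vehicle-treated cells and 100% = reference agonist; values of inactives mirror those of a sister screen read the other way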
Target sequence (P35372 whole entry, looked up): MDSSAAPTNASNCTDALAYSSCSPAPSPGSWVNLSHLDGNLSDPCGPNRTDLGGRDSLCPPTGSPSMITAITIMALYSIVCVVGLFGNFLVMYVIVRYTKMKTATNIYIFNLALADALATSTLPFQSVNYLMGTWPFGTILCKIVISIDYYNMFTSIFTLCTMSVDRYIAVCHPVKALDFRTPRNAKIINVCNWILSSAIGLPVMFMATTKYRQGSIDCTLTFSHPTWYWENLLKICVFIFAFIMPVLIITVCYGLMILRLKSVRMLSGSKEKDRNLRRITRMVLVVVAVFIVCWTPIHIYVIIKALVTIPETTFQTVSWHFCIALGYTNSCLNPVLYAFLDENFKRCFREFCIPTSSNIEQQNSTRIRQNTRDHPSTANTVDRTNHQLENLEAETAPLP
Target sequence (P41143 whole entry, looked up): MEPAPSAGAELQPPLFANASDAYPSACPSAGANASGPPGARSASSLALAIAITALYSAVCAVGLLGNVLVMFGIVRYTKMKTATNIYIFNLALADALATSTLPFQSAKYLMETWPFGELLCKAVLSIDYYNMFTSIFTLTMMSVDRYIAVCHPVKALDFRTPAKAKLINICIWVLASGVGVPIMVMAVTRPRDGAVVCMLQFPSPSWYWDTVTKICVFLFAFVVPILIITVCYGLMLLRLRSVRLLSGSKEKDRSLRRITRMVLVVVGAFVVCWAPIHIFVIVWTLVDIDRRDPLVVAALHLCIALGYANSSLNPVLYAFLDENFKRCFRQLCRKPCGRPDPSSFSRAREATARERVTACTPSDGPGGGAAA
PfHsp90 yeast 2 = inhibits growth of yeast expressing Plasmodium falciparum Hsp90 | S. cerevisiae expressing PfHsp90, BacTiter-Glo ATP, 48 h; yeast lacking PDR1 and PDR3 efflux regulators | AID 504621 | inhibition, % at 9.4 µM | 310,000 tested, 0.32% active;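 active means every replicate shows inhibition above about 80%, whatever the replicate mean, limit read from the data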;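 further: 0% = DMSO neutral controls and 100% = 20 µM radicicol positive controls; yeast relying on Plasmodium falciparum Hsp90 in place of its own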
PKA-R2B activ = activators of human PKA-R2B complex. 340,000 tested, 0.079% active. PKA-R2B holoenzyme dissociation, Cy5-IP20 fluorescence polarization; R2B truncated from residue 108, S112A mutant; 0% DMSO only, 100% 113 µM cGMP. AID 504700. activation, % at 11.4 µM. P22694+P31323;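 active means activation above a cutoff set at the mean over all compounds plus 3 SD, cut at about 18% in these data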;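 further: higher means more holoenzyme dissociation and a rise in polarization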
MOR-DOR inv ag = mu-delta opioid heterodimer inverse agonism. P35372+P41143. cell-based MOR-DOR heterodimer luminescence. inhibition, % at 9.3 µM. 340,000 tested, 0.21% active. AID 504357; in the data active means inhibition above about 22%, passing the limit was not always enough;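 further: 0% = cells with DMSO and 100% = wells without cells with DMSO; values of inactives mirror those of a sister screen read the other way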
PKA-R1A act = activators of PKA-R1A complex | 340,000 tested, 0.083% active | activation, % at 11.4 µM | P00514+P68181 | PKA-R1A dissociation, Cy5-IP20 fluorescence polarization; scaled: DMSO 0%, 113 µM cGMP 100%;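 active means percent activation above the mean of all tested compounds plus 3 SD, cut at about 19% in these data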;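 further: higher means more PKAc released from R1A so a rise in polarization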
AddAB inh = less growth of phage-infected E. coli with AddAB. 330,000 tested, 0.29% active. inhibition, % at 11.9 µM. E. coli expressing H. pylori AddAB, absorbance growth; in the data active means inhibition above about 12%;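 further: 0% = vehicle wells of infected cells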
phage Ecoli inh = E. coli growth loss with phage present. growth absorbance. inhibition, % at 11.9 µM. 360,000 tested, 0.26% active. AID 651602; in the data active means inhibition above about 11%
Ecoli viability = counter-screen for AddAB inhibitors: E. coli growth inhibition; E. coli V3065 growth, OD600 absorbance, 18 h; inhibition, % at 11.9 µM; 330,000 tested, 0.27% active;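 active means inhibition above the campaign's mean inhibition across all tested compounds plus 3 SD, cut at about 9.9% in these data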;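 further: uninfected addAB+ strain grown without phage in ampicillin broth; 0% = DMSO wells and 100% = ciprofloxacin 0.95 µg/ml wells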
Tat export inh = inhibitors of E. coli Tat protein transport | E. coli MC4100 TorA-mCherry Tat export, fluorescence | inhibition, % at 10 µM | 340,000 tested, 0.036% active | AID 488895;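 active means mean replicate inhibition at least 50% and at least half of replicates individually reaching 50%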;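 further: exported cargo escapes ClpAP degradation while cytoplasmic cargo is degraded and loses fluorescence; 0% = median of neutral control wells and 100% = median of NaSCN control wells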
SUMO Mot1 rescue = SUMOylation pathway inhibition by Mot1-301 growth rescue; S. cerevisiae Mot1-301 growth rescue, ATP luminescence, 38.5C; percent above DMSO median, 100 means doubled; AID 2716; growth rescue, % at 18.8 µM; 320,000 tested, 1% active;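 active means every valid replicate shows activation above 250% relative to neutral control wells; inactive means the rest, any valid replicate at or below 250%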;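 further: OY570 slx delta 5 strain wells were the positive control but not used for scaling; some compounds called inactive have numbers as strong as hits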
HTR5A inv ag = inverse agonist of human HTR5A in OPRM1-OPRD1 counter-screen | P47898 | HTR5A cell line, luminescence, inverse agonism | inhibition, % at 9.3 µM | 340,000 tested, 0.083% active | AID 504634; in the data active means inhibition mostly above about 23%, no sharp cut-off; inactive means mostly below about 18%;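 further: 0% = cells with DMSO and 100% = no-cell wells with DMSO; some compounds called inactive have numbers as strong as hits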
An asterisk follows results filed as active; i = inactive; x = no result given.

SMILES	OPRM1-OPRD1 ag	PfHsp90 yeast 2	PKA-R2B activ	MOR-DOR inv ag	PKA-R1A act	AddAB inh	phage Ecoli inh	Ecoli viability	Tat export inh	SUMO Mot1 rescue	HTR5A inv ag
COC(=O)C1C(=O)OC(C)(C)C1C(C)C(=O)c1ccccc1 (stereo not given)	-4.2	1	1	18	-7	2.8	2.0	-3.6	-4	7	-2
COc1ccc(NS(=O)(=O)c2ccc3c(c2)N(C(C)=O)CCS3)cc1	-1.5	-1	6	8	1	5.1	0.8	0.7	-3	-20	11
CN(CC(=O)Nc1ccc(N2CCOCC2)cc1)C(=O)c1cc(F)c(F)cc1Cl	-3.5	x	-3	18	-1	0.5	3.5	1.5	-4	-20	1
COc1cc2c(cc1OC)C(C(=O)N1CCOCC1)C(c1cccs1)N(C)C2=O (stereo not given)	-3.5	x	-4	18	3	2.0	2.5	-0.3	-1	i	-16
Cc1ccc(N(C(=O)Cc2cccs2)C(C(=O)NC2CCCCC2)c2ccccn2)cc1C (stereo not given)	4.0	-24	-3	-19	-6	2.3	3.1	-0.5	5	-17	3
Oc1ccc(N2CCN(C(c3ccncc3)c3nnnn3C3CCCC3)CC2)cc1 (stereo not given)	2.4	13	-5	-15	-9	2.6	1.8	2.4	1	4	-9
O=C(COc1ccc2c3c(c(=O)oc2c1)CCC3)NCC1CCC(C(=O)O)CC1 (stereo not given)	-3.0	-10	-4	16	-12	2.1	-0.1	-1.3	0	9	5
COc1ccccc1NC(=O)COC(=O)C1CC1	-2.0	-16	-1	10	-1	2.4	1.7	1.3	-7	8	1
O=C1OC(c2ccccc2)(c2ccc3cc(O)ccc3c2)c2ccccc21 (stereo not given)	13	113*	-5	-57	6	x	1.2	x	-9	x	-13
N#Cc1c(SCC(=O)OCc2ccccc2)nsc1SCC(=O)OCc1ccccc1	-0.7	-2	10	3	-11	-0.2	1.9	0.4	0	-18	-3
Cc1ccc(-c2csc(Nc3ccccn3)n2)cc1	4.7	-54	14	-24	-8	2.5	4.1	1.0	4	67	-12
CCOc1ccccc1NS(=O)(=O)c1cc2c3c(c1)CC(=O)N3CCC2	-0.5	37	-1	3	-3	-1.8	2.8	-0.6	1	15	6
COc1ccc(NC(=O)N2Cc3ccccc3CC2C(=O)NC(C)(C)C)cc1 (stereo not given)	0.6	1	0	-4	3	3.5	2.2	2.2	3	-2	-35
COc1cccc(NC(=O)CN2C(=O)NC(C)(c3ccc(C)cc3)C2=O)c1 (stereo not given)	-1.4	-19	-9	7	-5	2.2	0.7	0.9	3	-4	-16
CC(C)N(C(=O)c1sc2cc([N+](=O)[O-])ccc2c1Cl)C(C)C	1.8	x	-5	-11	-5	2.3	2.9	-0.8	-3	-19	5
CCS(=O)(=O)c1ccc(-c2csc(-c3ccc(Cl)cc3)n2)c(Cl)c1Cl	0.9	9	9	-5	-9	4.6	2.1	-2.2	-11	10	-33
Cn1c(SCC(=O)OC2CCCCC2)nnc1-c1ccc(S(=O)(=O)N2CCCC2)cc1	-2.2	-73	-8	13	-5	-2.5	-2.0	-2.4	2	128	-6
Cc1cc(CNC(=O)Nc2ccc3c(c2)OCO3)nn1C	-1.3	3	-1	7	-19	1.4	2.3	1.1	3	-6	-8
CC1CCN(CCCNC(=O)CN2CCN(Cc3ccc(Cl)cc3)C2=O)CC1	0.0	8	-6	0	-7	-1.1	4.8	-0.9	3	-16	5
COCCN1C(=O)N[C@@H](CCc2ccccc2)[C@H](C(C)=O)[C@H]1C	-2.3	x	-1	13	1	2.8	1.3	0.0	-7	296	-25
O/N=C\c1ccc(-c2ccccc2)o1	-1.4	-14	-2	8	-9	2.1	1.6	4.1	-1	4	1
CCN1CCN(C(=O)c2cc3cc(F)ccc3[nH]2)CC1	-3.9	27	-10	17	-2	0.2	4.8	0.5	-6	-3	-8
Cc1ccc(C(=O)COC(=O)c2cc(C)no2)c(C)c1	-0.3	x	10	2	10	x	3.4	x	1	x	11
CCCCN(CCCC)CCNC(=O)CN1C(=O)CSc2ccc(S(=O)(=O)N3CCOCC3)cc21	-0.7	16	4	3	15	3.0	-0.9	1.2	-5	5	-14
CCCCNC(=O)C1(c2ccc(OC)cc2)CCOCC1	-2.8	x	-3	14	-2	1.0	0.7	-2.3	16	44	-10
Cc1ccc(C(=O)OC(C(=O)Nc2ccc(Cl)cc2C(F)(F)F)c2ccccc2)cc1 (stereo not given)	3.9	-11	-9	-22	-6	3.4	3.0	-0.9	0	-5	-12
COc1ccccc1N1CCN(S(=O)(=O)c2ccc(-n3cnnn3)cc2)CC1	-3.2	3	-10	17	-2	3.1	3.2	0.3	-1	-6	-24
Clc1cccc(Cl)c1OCCOCCNCc1ccccc1	1.7	21	8	-8	10	0.8	0.1	1.4	8	33	5
O=C(C1=C[C@@H](c2ccccc2)C[C@@H](OCCCCO)O1)N1CCOCC1	-2.2	15	-8	13	18	3.5	0.6	3.2	-6	-15	-23
O=C(Cc1cccc(NC(=O)C2CCN(S(=O)(=O)c3cccc([N+](=O)[O-])c3)CC2)c1)Nc1cccc(C(=O)N2CCOCC2)c1	0.8	-21	-8	-4	-5	x	3.1	x	1	x	4
O=C(Nc1ccccc1[N+](=O)[O-])C1=C(O)CCn2c1nc1ccccc12	6.4	-5	2	-37	0	-0.1	1.4	-2.2	0	12	4
Cc1sc2nc(CSc3ccc([N+](=O)[O-])c(C(F)(F)F)c3)[nH]c(=O)c2c1C	2.3	-3	-6	-12	-2	5.8	5.6	1.3	-6	-10	-30
CCN(Cc1cc2ccccc2[nH]c1=O)S(=O)(=O)c1ccccc1	-0.2	-34	-2	2	0	1.8	4.3	-2.9	1	-1	2
COc1ccc(C(=O)NCCC2=CCCCC2)cc1[N+](=O)[O-]	-0.7	23	0	4	4	1.4	-1.4	-0.6	-5	-11	8
O=C(Nc1ccc(S(=O)(=O)Nc2nccs2)cc1)c1cc(-c2ccccn2)nc2ccccc12	-0.7	4	-5	5	-8	4.3	4.5	-2.1	0	10	2
COc1ccccc1-c1ccc2nnc(SC)n2n1	-2.0	0	-4	10	-1	3.7	1.1	-0.8	-3	-12	-16
CC(=O)c1c(C)oc2ccc(NS(=O)(=O)c3ccc(C(=O)O)cc3)cc12	-1.5	20	-8	8	-3	3.7	1.5	4.5	-5	-6	-12
COc1ccc(C(=O)NCCc2ccc(Cl)cc2)cc1S(=O)(=O)N1CCCCC1C (stereo not given)	-0.7	4	-13	4	-12	-2.5	-0.8	-1.4	5	-20	10
O=[N+]([O-])c1cc([N+](=O)[O-])c2oc(-c3ccccc3)c(Br)c2c1O	-4.1	-17	12	18	0	x	x	x	-20	x	-12
O=C(Nc1ccccc1)c1cccnc1N1CCOCC1	-2.9	-8	-1	13	4	0.0	3.4	1.2	-2	5	-3
COc1cccc(/C=C/C(=O)Nc2ccc(N3CCOCC3)cc2)c1OC	-2.7	9	1	14	-10	1.6	0.0	-0.5	1	4	13
CCOc1ccc(NC(=O)CCNS(=O)(=O)c2cccc3nonc23)cc1	-1.2	-21	1	9	1	3.3	2.5	-0.6	-9	-16	6
Cc1ccc(S(=O)(=O)NOCc2ccccc2)cc1	-1.6	5	0	8	-4	2.2	0.6	1.8	3	x	13
COc1ccccc1NS(=O)(=O)c1cccc(C(=O)OCC(=O)Nc2cc(C)on2)c1	-2.2	-17	4	13	-9	2.4	2.6	-0.1	3	-8	-13
CN1CCCN(S(=O)(=O)c2ccccc2)c2nc3ccccc3nc21	0.7	10	-20	-5	-7	x	2.6	x	-6	x	-16
O=C(N/N=C/c1ccc2ncccc2c1)c1cc(-c2cccs2)nc2ccccc12	4.5	-4	4	-23	1	-0.5	1.3	-2.8	24	0	16
CC1CCN(CCOCCOc2ccc(Cl)cc2Br)CC1	-0.8	13	-15	4	-2	-0.9	0.2	-0.7	7	46	26
Cc1ccc(NC(=S)NC2CCCC2)cc1C	-1.9	7	-17	9	-12	2.1	5.8	2.2	11	152	-10
Cc1ccc(S(=O)(=O)N(C)C)cc1NC(=O)CCc1ccccc1	-2.3	12	-6	12	-1	1.3	0.1	-0.8	1	2	-9
CC1(C)C=Cc2cc3ccc(=O)oc3cc2O1	-2.5	-1	1	13	1	3.2	1.7	0.3	-4	-8	-3
(list continues)
SMILES	OPRM1-OPRD1 ag	PfHsp90 yeast 2	PKA-R2B activ	MOR-DOR inv ag	PKA-R1A act	AddAB inh	phage Ecoli inh	Ecoli viability	Tat export inh	SUMO Mot1 rescue	HTR5A inv ag
Cc1cccc(N2CCN(Cc3nc(-c4cccc(Oc5ccccc5)c4)oc3C)CC2)n1	1.4	x	-9	-9	-5	-1.2	3.2	-0.9	3	-14	-4
O=C(NNc1cc(Cl)cc(Cl)c1)C1CCC1	-3.1	1	-11	15	0	2.8	2.8	-0.2	-11	51	20
COc1ccc(CN(C)CC(=O)Nc2ccccc2C(=O)NC2CC2)cc1	2.0	21	-1	-8	-2	-0.3	0.9	-1.2	4	10	-6
C=CCn1c(SCCN2C(=O)c3ccccc3C2=O)nc2scc(-c3ccccc3)c2c1=O	-1.4	-24	-1	6	0	3.2	x	2.3	-10	102	-9
CS(=O)(=O)N1N=C(c2ccccc2)CC1c1ccc2nccnc2c1 (stereo not given)	-1.5	33	6	8	7	-0.3	2.6	-1.6	-2	3	11
O=S(=O)(c1ccc2ccccc2c1)N1CCCCC1	4.1	-1	-2	-22	7	2.3	x	2.1	-1	154	0
COc1ccc(/C=N/NC(=O)C(=O)N2CCN(c3ccccc3OC)CC2)cc1	-1.7	-10	7	10	-7	3.8	1.9	0.7	-4	-4	-13
O=C(O)C1C2C=CC(C2)C1C(=O)NCCCc1ccccc1 (stereo not given)	-0.5	30	-7	2	-1	-0.6	2.9	0.1	12	3	-10
CCOC(=O)c1c(NC(=O)C(C)Sc2c[nH]c3ccccc23)sc2c1CCC2 (stereo not given)	1.3	14	0	-7	2	0.8	2.1	0.8	0	-18	-39
Cc1cc(C)cc(NC(=O)C(Nc2ccccc2)c2ccccc2)c1 (stereo not given)	11	-7	-5	-51	-4	1.0	7.3	1.2	1	-18	-10
Cc1ccc(NC(=S)NCC23C=CC(O2)C2C(=O)N(c4ccc(C)cc4)C(=O)C23)cc1 (stereo not given)	0.8	107*	-14	-4	3	3.4	1.9	1.2	-3	93	-1
CCC(c1nnnn1CCc1ccccc1)N(Cc1ccco1)Cc1cc2c(C)ccc(C)c2[nH]c1=O (stereo not given)	13	-2	4	-71	-15	0.9	4.2	-0.8	-4	12	-2
O=C(Nc1ccccc1Cl)c1cc[n+]([O-])cc1	-3.1	-3	-1	17	-10	-1.1	0.7	-0.5	-3	58	7
